Source: PubChem BioAssay
PP5 primary: blocks human protein phosphatase 5 activity; P53041; purified PP5c, OMFP substrate fluorescence; inhibition, % at 6.7 µM; 320,000 compounds, 0.18% hits;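 active means inhibition above the campaign's mean inhibition across all tested compounds plus 3 SD, cut at about 9.5% in these data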;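 further: 0% = DMSO only and 100% = 100 µM cantharidin control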
proCasp3 act: procaspase-3 (human) activation; P42574; recombinant procaspase-3 D3A, Ac-DEVD-pNA absorbance 405 nm; activation, % at 8.5 µM; 330,000 compounds, 0.11% hits;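 active means activation above the mean of all tested compounds plus 3 SD, cut at about 21% in these data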;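 further: 0% = DMSO alone and 100% = DMSO wells spiked with extra 5 µM PC-3 D3A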
Target sequence (P42574 whole entry D9A/D28A/D175A): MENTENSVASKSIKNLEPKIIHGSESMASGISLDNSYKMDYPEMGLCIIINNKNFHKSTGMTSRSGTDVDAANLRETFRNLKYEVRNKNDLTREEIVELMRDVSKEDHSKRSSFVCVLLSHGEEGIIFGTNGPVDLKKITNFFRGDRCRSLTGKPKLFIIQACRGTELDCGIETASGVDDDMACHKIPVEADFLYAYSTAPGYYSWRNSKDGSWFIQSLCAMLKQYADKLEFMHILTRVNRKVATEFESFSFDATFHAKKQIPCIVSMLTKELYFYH
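Test system: Procaspase-3 D3A mutant; medium: Zinc-free HEPES/NaCl buffer with 0.01% Triton X-100 at pH 7.4; reagent: DEVD-pNA substrate; doses: one concentration, 8.5 µM nominal, 0.8% DMSO; times: 1 h preincubation plus 2 h reaction at 25 °C; signal: Epi-absorbance at 405 nm of released p-nitroaniline, 0 and 120 min; replicates: singlicate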
procasp7 counter: counter-screen: procaspase-7 (human) activation | P55210 | recombinant procaspase-7, Ac-DEVD-pNA absorbance 405 nm; D23A/D198A/D206A triple mutant, cannot self-cleave; scale: DMSO 0, 5 µM enzyme 100 | 330,000 compounds, 0.093% hits | activation, % at 8.5 µM;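 active means percent activation above the screen-wide mean plus 3 SD, cut at about 25% in these data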
Target sequence (P55210 whole entry D23A/D198A/D206A): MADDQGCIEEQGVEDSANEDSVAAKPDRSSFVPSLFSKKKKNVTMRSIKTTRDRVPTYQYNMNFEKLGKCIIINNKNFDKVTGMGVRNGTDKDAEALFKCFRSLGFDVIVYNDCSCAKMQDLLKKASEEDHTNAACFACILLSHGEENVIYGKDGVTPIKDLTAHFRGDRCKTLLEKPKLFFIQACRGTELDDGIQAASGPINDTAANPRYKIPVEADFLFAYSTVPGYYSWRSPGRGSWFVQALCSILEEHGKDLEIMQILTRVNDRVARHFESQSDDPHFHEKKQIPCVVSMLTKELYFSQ
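signal = Epi-absorbance of released pNA at 405 nm, two timepoints | assay system = Uncleavable procaspase-7 mutant enzyme | reagent = Ac-DEVD-pNA substrate, 400 µM as added | times = 1 h enzyme–compound preincubation and 2 h substrate reaction, both 25 °C | benchmarks = low DMSO alone, high DMSO plus 5 µM PC-7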
AHR act: activators of human aryl hydrocarbon receptor | P35869 | AHR-responsive luciferase reporter cells, luminescence | activation, % at 5 µM | 320,000 compounds, 2.5% hits | AID 2796; in the data active means activation above about 47%;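 further: 0% = vehicle wells and 100% = reference agonist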
PP1 counter: blocks human PP1-alpha phosphatase, a PP5 counter-screen. AID 2235. inhibition, % at 6.7 µM. P62136. purified PP1alpha, OMFP fluorescence. 320,000 compounds, 0.9% hits;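 active means inhibition above the mean inhibition of all tested compounds plus 3 SD, computed separately for each screening campaign, cut at about 15% in these data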
Target sequence (P62136 whole entry, looked up): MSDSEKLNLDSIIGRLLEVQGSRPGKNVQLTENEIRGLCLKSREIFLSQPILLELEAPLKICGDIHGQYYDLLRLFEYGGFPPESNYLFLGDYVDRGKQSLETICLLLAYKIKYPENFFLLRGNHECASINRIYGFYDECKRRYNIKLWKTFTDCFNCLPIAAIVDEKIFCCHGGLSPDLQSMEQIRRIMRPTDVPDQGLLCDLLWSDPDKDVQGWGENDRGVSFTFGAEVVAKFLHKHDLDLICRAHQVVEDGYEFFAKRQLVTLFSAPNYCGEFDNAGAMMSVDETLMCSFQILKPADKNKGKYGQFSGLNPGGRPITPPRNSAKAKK
Fh CTSL1 inh: counter-screen for PFM18AAP inhibitors: inhibitors of F. hepatica cathepsin L1. recombinant F. hepatica cathepsin L1, Z-Leu-Arg-MCA fluorescence. inhibition, % at 5.96 µM. 300,000 compounds, 0.49% hits;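 active means inhibition above the mean of all tested compounds plus 3 SD, set per screening campaign, cut at about 17% in these data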;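 further: 0% = plate median of test compound wells and 100% = 1 µM Z-Phe-Ala-diazomethylketone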
PAFAH2 inh: PAFAH2 (human) inhibition; AID 492956; recombinant PAFAH2, FP-rhodamine activity probe, fluorescence polarization; inhibition, % at 3.39 µM; 340,000 compounds, 0.99% hits; Q99487;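 active means inhibition above the mean over all tested compounds plus 3 SD, cut at about 30% in these data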;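 further: inhibitors block probe labeling of enzyme so polarization drops; 0% = enzyme with DMSO and 100% = wells lacking PAFAH2 protein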
TPT1 inhibitor: C. albicans TPT1 enzyme inhibition; recombinant caTPT1, FP RNA substrate dephosphorylation; inhibition, % at 5 µM; 300,000 compounds, 0.81% hits; AID 1962;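 active means inhibition above the mean of all tested compounds plus 3 SD, set per screening campaign, cut at about 24% in these data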;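 further: plate controls were DMSO alone for no effect and ferristatin control at 100 nM for full effect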
HCV core dimer: blocks dimerization of HCV core protein. 300,000 compounds, 0.33% hits. TR-FRET GST/Flag-core106 dimerization, 1536-well. inhibition, % at 5 µM;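 active means inhibition above the mean of all tested compounds plus 3 SD, set per screening campaign, cut at about 45% in these data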
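assay system = GST-tagged and Flag-tagged HCV core protein residues 1-106 | controls = unlabelled core106 and no-GST-core106 wells | incubation = compound-protein-antibody incubation 4 h at 22.5 °C | probe or stimulus = Eu donor and XL665 acceptor anti-tag antibodies | read-out = % inhibition based on acceptor/donor emission ratio | signal = TR-FRET 671 and 617 nm emission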
Starred values were filed as active, the others as inactive.

For Nc1ccc2nc3n(c(=O)c2c1)CCC3 the results were PP5 primary -2.6, proCasp3 act 3, procasp7 counter -4, AHR act 1, PP1 counter 1, Fh CTSL1 inh 13, PAFAH2 inh 3, TPT1 inhibitor -2 and HCV core dimer 4.
Screening CCOC(=O)C1(C(=O)O)NC(=O)CC1c1ccccc1 (stereo not drawn) returned PP5 primary 2.9, proCasp3 act -5, procasp7 counter -8, AHR act -3, PP1 counter 1, Fh CTSL1 inh 0, PAFAH2 inh -2, TPT1 inhibitor 1 and HCV core dimer -3.
O=C(NCc1ccccc1C(F)(F)F)C1CC(O)CN1C(=O)Nc1ccccc1 (stereo not drawn) was read as PP5 primary -1.8, proCasp3 act 7, procasp7 counter 1, AHR act 2, PP1 counter -2, Fh CTSL1 inh -3, PAFAH2 inh 0, TPT1 inhibitor 0 and HCV core dimer 5.
`O=C(NCCN1CCN(c2ccccc2)CC1)c1cccn2c(=O)c3ccccc3nc12` gave PP5 primary 2.9, proCasp3 act 0, procasp7 counter -4, AHR act 4, PP1 counter 1, Fh CTSL1 inh -5, PAFAH2 inh -2, TPT1 inhibitor -3 and HCV core dimer -1.
`CCOC(=O)CC(=O)CSc1nc2ccccc2c(=O)n1-c1ccc(C(=O)N2CCOCC2)cc1` gave PP5 primary 0.2, proCasp3 act 5, procasp7 counter 6, AHR act 3, PP1 counter -1, Fh CTSL1 inh 2, PAFAH2 inh 2, TPT1 inhibitor 0 and HCV core dimer -4.
`Cn1c(C(=O)N2CCc3ccccc3C2)cc2c(=O)n3ccccc3nc21` gave PP5 primary 1.4, proCasp3 act -4, procasp7 counter -1, AHR act 19, PP1 counter -2, Fh CTSL1 inh 2, PAFAH2 inh 8, TPT1 inhibitor -1 and HCV core dimer 3.
Screening S=c1[nH]ncn1/N=C/c1ccc(N2CCOCC2)cc1 returned PP5 primary 0.3, proCasp3 act 11, procasp7 counter -4, AHR act 4, PP1 counter -3, Fh CTSL1 inh 2, PAFAH2 inh -10, TPT1 inhibitor -1 and HCV core dimer 4.
COCCn1c(-c2ccc(Br)cc2)csc1=Nc1cccnc1 was read as PP5 primary 0.6, proCasp3 act -4, procasp7 counter 4, AHR act 11, PP1 counter -1, Fh CTSL1 inh -1, PAFAH2 inh -3, TPT1 inhibitor 4 and HCV core dimer 3.
`COc1ccnc(Oc2ccccc2)c1C(=O)N/C=N/OCc1ccc(F)cc1Cl` gave PP5 primary 3.1, proCasp3 act 13, procasp7 counter 2, AHR act 5, PP1 counter 0, Fh CTSL1 inh 1, PAFAH2 inh -3, TPT1 inhibitor -1 and HCV core dimer 4.
For CC(C)Cc1nnc(NC(=O)CCC(=O)N2CCN(Cc3ccccc3)CC2)s1 the results were PP5 primary 1.3, proCasp3 act 7, procasp7 counter 7, AHR act -1, PP1 counter -3, Fh CTSL1 inh 3, PAFAH2 inh -1, TPT1 inhibitor -2 and HCV core dimer 2.
CCc1ccc(N(CC(=O)NC(C)C)C(=O)CCC(=O)Nc2nccs2)cc1 was read as PP5 primary 1.9, proCasp3 act -1, procasp7 counter 9, AHR act 2, PP1 counter -6, Fh CTSL1 inh -3, PAFAH2 inh -3, TPT1 inhibitor -4 and HCV core dimer -5.
For C=CCn1c(SCC(=O)N(C)C2CCS(=O)(=O)C2)nnc1-c1ccncc1 (stereo not drawn) the results were PP5 primary 0.5, proCasp3 act -2, procasp7 counter 0, AHR act 0, PP1 counter -6, Fh CTSL1 inh 2, PAFAH2 inh 5, TPT1 inhibitor -5 and HCV core dimer -7.

Random excerpt: 2 entries already listed
COCCn1c(-c2ccc(Br)cc2)csc1=Nc1cccnc1 was read as PP5 primary 0.6, proCasp3 act -4, procasp7 counter 4, AHR act 11, PP1 counter -1, Fh CTSL1 inh -1, PAFAH2 inh -3, TPT1 inhibitor 4 and HCV core dimer 3.
For CC(C)Cc1nnc(NC(=O)CCC(=O)N2CCN(Cc3ccccc3)CC2)s1 the results were PP5 primary 1.3, proCasp3 act 7, procasp7 counter 7, AHR act -1, PP1 counter -3, Fh CTSL1 inh 3, PAFAH2 inh -1, TPT1 inhibitor -2 and HCV core dimer 2.

Other entries follow.
For O=C(CNc1ccc(Br)cc1)NNC1=NCCC1 the results were PP5 primary 0.3, proCasp3 act -2, procasp7 counter 17, AHR act 19, PP1 counter 1, Fh CTSL1 inh -2, PAFAH2 inh 3, TPT1 inhibitor -1 and HCV core dimer -10.
CCCCCn1c(=O)c(-c2nc3ccccc3[nH]2)c(O)c2ccccc21 was read as PP5 primary -4.8, proCasp3 act 3, procasp7 counter -6, AHR act 17, PP1 counter 0, Fh CTSL1 inh -2, TPT1 inhibitor 0 and HCV core dimer 4.
Screening O=C(COc1ccc(Cl)cc1)Nc1ccccc1C(=O)NCc1cccnc1 returned PP5 primary 1.6, proCasp3 act -7, procasp7 counter 9, AHR act 7, PP1 counter 2, Fh CTSL1 inh 2, PAFAH2 inh -1, TPT1 inhibitor 1 and HCV core dimer 5.
For O=C1c2ccc(Cl)cc2S(=O)(=O)c2cccc(C(=O)N3CCC(Cc4ccccc4)CC3)c21 the results were PP5 primary 5.6, proCasp3 act 2, procasp7 counter 6, AHR act 2, PP1 counter -3 and PAFAH2 inh 2.
`CCCCn1c(N)c(N(CC(C)C)C(=O)c2ccc(S(=O)(=O)N3CCC(C)CC3)cc2)c(=O)[nH]c1=O` gave PP5 primary 0.6, proCasp3 act 5, procasp7 counter 6, AHR act 1, PP1 counter 7, Fh CTSL1 inh 0, PAFAH2 inh -1, TPT1 inhibitor 1 and HCV core dimer -1.
Cc1ccc(NC(=O)CN(C)C(=O)/C=C/c2cccc(F)c2)cc1 was read as PP5 primary -2.6, proCasp3 act 9, procasp7 counter 4, AHR act 0, PP1 counter 2, Fh CTSL1 inh -4, PAFAH2 inh -9, TPT1 inhibitor 1 and HCV core dimer 0.
Screening Cc1cc(NC(=O)CSc2nnc(C)n2-c2ccccc2C)no1 returned PP5 primary -1.1, proCasp3 act 0, procasp7 counter 10, AHR act 1, PP1 counter -1, Fh CTSL1 inh -3, PAFAH2 inh 0, TPT1 inhibitor -3 and HCV core dimer -4.
`CCOCCCNC(=O)C1(O)c2cc(Br)ccc2NC(=O)N1c1ccc(C)c(C)c1` (stereo not drawn) gave PP5 primary 2.6, proCasp3 act -1, procasp7 counter -10, AHR act 6, PP1 counter -2, Fh CTSL1 inh 5, PAFAH2 inh 0, TPT1 inhibitor -2 and HCV core dimer -11.
Screening CC1(C)Cc2nc(N3CCOCC3)c(C#N)cc2CO1 returned PP5 primary 2.4, proCasp3 act 14, procasp7 counter 5, AHR act 1, PP1 counter 1, Fh CTSL1 inh 4, PAFAH2 inh -4, TPT1 inhibitor -3 and HCV core dimer -3.
For COC(=O)CN(c1ccc(Cl)cc1C)S(C)(=O)=O the results were PP5 primary 3.5, proCasp3 act 13, procasp7 counter -3, AHR act 0, PP1 counter -3, Fh CTSL1 inh -1, PAFAH2 inh -5, TPT1 inhibitor -1 and HCV core dimer -2.
For COc1ccc(OCc2nc(N)nc(Nc3cccc(C)c3C)n2)cc1 the results were PP5 primary 4.1, proCasp3 act 5, procasp7 counter 6, AHR act 41, PP1 counter -6, Fh CTSL1 inh -2, PAFAH2 inh 3, TPT1 inhibitor 4 and HCV core dimer 1.
`Cc1cccc(NC(=O)CSc2nnc(-c3ccc(S(=O)(=O)N4CCCC4)cc3)o2)c1` gave PP5 primary 0.3, proCasp3 act -1, procasp7 counter 4, AHR act 2, PP1 counter -6, Fh CTSL1 inh 0, PAFAH2 inh -1, TPT1 inhibitor 0 and HCV core dimer -1.
Screening COc1cccc(N2CCN(c3ccc4nnc(CCC(=O)Nc5ccc(F)cc5F)n4n3)CC2)c1 returned PP5 primary -0.9, proCasp3 act 10, procasp7 counter 2, AHR act 4, PP1 counter 0, Fh CTSL1 inh -3, PAFAH2 inh 4, TPT1 inhibitor -5 and HCV core dimer 1.
COc1ccc2c(c1)CC(C1(O)C(=O)Nc3ccccc31)C2=O (stereo not drawn) was read as PP5 primary 0.2, proCasp3 act 2, procasp7 counter 0, AHR act 4, PP1 counter -1, Fh CTSL1 inh -3, PAFAH2 inh 5, TPT1 inhibitor 2 and HCV core dimer -8.
Screening CC(C)C(=O)Nc1ccc(C(=O)Nc2ccc(Br)cc2F)cc1 returned PP5 primary -0.6, proCasp3 act 3, procasp7 counter -2, AHR act -7, PP1 counter -1, Fh CTSL1 inh 2, PAFAH2 inh -7, TPT1 inhibitor -2 and HCV core dimer 3.
`Cc1cccc(NC(=O)c2cc3ccccc3o2)c1` gave PP5 primary 2.2, proCasp3 act 4, procasp7 counter 2, AHR act 8, PP1 counter 2, Fh CTSL1 inh 6, PAFAH2 inh 2, TPT1 inhibitor -4 and HCV core dimer 2.
For Cn1cnnc1Sc1cc(N2CCN(S(=O)(=O)c3ccccc3)CC2)ccc1[N+](=O)[O-] the results were PP5 primary -1.2, proCasp3 act -1, procasp7 counter 0, AHR act -2, PP1 counter -3, Fh CTSL1 inh 5, PAFAH2 inh 1, TPT1 inhibitor -3 and HCV core dimer 2.
CCCCC1NC(=S)N(C2CCCCC2)C1=O (stereo not drawn) was read as PP5 primary 2.7, proCasp3 act 9, procasp7 counter 6, AHR act -1, PP1 counter 4, Fh CTSL1 inh 1, PAFAH2 inh -7, TPT1 inhibitor -2 and HCV core dimer -5.
`CCOc1cc(S(=O)(=O)N2CCN(CC)CC2)ccc1Cl` gave PP5 primary 2.5, proCasp3 act 3, procasp7 counter 4, AHR act 2, PP1 counter -2, Fh CTSL1 inh -3, PAFAH2 inh -2, TPT1 inhibitor -4 and HCV core dimer -4.
Screening CCCCCCCC(=O)OC(CN1CCCCC1)CN1CCCC1=O (stereo not drawn) returned PP5 primary 2.0, proCasp3 act 1, procasp7 counter 3, AHR act 1, PP1 counter -4, Fh CTSL1 inh 1, PAFAH2 inh 3, TPT1 inhibitor 2 and HCV core dimer -3.
CN1CCC(=O)N([C@H](CSc2ccc(Br)cc2)c2ccccc2)CC1 was read as PP5 primary 1.3, proCasp3 act 8, procasp7 counter 10, AHR act 13, PP1 counter 1, Fh CTSL1 inh -1, PAFAH2 inh 6, TPT1 inhibitor -4 and HCV core dimer -12.
`CCN(CC)CCOc1ccc2c(c1)C(=NNC(=O)c1ccccn1)c1cc(OCCN(CC)CC)ccc1-2` gave PP5 primary 3.2, proCasp3 act 4, procasp7 counter 9, AHR act -1, PP1 counter 1, Fh CTSL1 inh 0, PAFAH2 inh -6, TPT1 inhibitor -4 and HCV core dimer -10.
Screening Cn1c(N)c(C(=O)COC(=O)c2cc3ccccc3cc2O)c(=O)n(C)c1=O returned proCasp3 act -5, procasp7 counter 7, AHR act 10 and PAFAH2 inh 2.
COc1ccc(C(=O)COC(=O)Cn2cnc3c2c(=O)n(C)c(=O)n3C)c(OC)c1 was read as PP5 primary -2.4, proCasp3 act 9, procasp7 counter 5, AHR act 1, PP1 counter -4, Fh CTSL1 inh 0, PAFAH2 inh 2, TPT1 inhibitor 2 and HCV core dimer -1.
